Fh CTSL1 inh – cathepsin L1 inhibition, PFM18AAP counter-screen; recombinant F. hepatica cathepsin L1, Z-Leu-Arg-MCA fluorescence; AID 1906; 300,000 compounds, 0.49% hits; inhibition, % at 5.96 µM;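 active means inhibition above the mean of all tested compounds plus 3 SD, set per screening campaign, cut at about 17% in these data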;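 further: 0% = plate median of test compound wells and 100% = 1 µM Z-Phe-Ala-diazomethylketone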
TPT1 inh – inhibitors of Candida albicans tRNA 2'-phosphotransferase TPT1; recombinant caTPT1, FP RNA substrate dephosphorylation; inhibition, % at 5 µM; 300,000 compounds, 0.81% hits;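 active means inhibition above the mean of all tested compounds plus 3 SD, set per screening campaign, cut at about 24% in these data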;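 further: plate controls were DMSO alone for no effect and ferristatin control at 100 nM for full effect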
PP5 inh – PP5 (human) phosphatase inhibition; P53041; purified PP5c, OMFP substrate fluorescence; inhibition, % at 6.7 µM; 320,000 compounds, 0.18% hits; AID 1987;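 active means inhibition above the campaign's mean inhibition across all tested compounds plus 3 SD, cut at about 9.5% in these data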;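 further: 0% = DMSO only and 100% = 100 µM cantharidin control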
Target sequence (P53041 whole entry, looked up): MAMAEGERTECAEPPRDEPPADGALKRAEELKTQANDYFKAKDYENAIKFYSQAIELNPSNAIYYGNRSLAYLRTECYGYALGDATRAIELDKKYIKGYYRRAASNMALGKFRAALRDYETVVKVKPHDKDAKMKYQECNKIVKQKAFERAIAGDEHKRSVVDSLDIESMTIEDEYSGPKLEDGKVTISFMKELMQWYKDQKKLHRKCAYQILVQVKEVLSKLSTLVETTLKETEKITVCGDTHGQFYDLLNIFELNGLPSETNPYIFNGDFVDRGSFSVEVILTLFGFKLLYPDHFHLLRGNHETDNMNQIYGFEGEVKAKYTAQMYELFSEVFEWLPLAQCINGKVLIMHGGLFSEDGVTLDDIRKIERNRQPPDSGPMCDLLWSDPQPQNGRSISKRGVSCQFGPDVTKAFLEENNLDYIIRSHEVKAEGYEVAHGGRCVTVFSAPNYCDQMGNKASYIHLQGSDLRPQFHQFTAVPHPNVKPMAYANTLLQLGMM
AHR activator – human AHR activation | P35869 | AHR-responsive luciferase reporter cells, luminescence | activation, % at 5 µM | 320,000 compounds, 2.5% hits | AID 2796; in the data active means activation above about 47%;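 further: 0% = vehicle wells and 100% = reference agonist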
procasp3 activ – procaspase-3 (human) activation | recombinant procaspase-3 D3A, Ac-DEVD-pNA absorbance 405 nm | activation, % at 8.5 µM | 330,000 compounds, 0.11% hits;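 active means activation above the mean of all tested compounds plus 3 SD, cut at about 21% in these data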;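 further: 0% = DMSO alone and 100% = DMSO wells spiked with extra 5 µM PC-3 D3A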
Target sequence (P42574 whole entry D9A/D28A/D175A): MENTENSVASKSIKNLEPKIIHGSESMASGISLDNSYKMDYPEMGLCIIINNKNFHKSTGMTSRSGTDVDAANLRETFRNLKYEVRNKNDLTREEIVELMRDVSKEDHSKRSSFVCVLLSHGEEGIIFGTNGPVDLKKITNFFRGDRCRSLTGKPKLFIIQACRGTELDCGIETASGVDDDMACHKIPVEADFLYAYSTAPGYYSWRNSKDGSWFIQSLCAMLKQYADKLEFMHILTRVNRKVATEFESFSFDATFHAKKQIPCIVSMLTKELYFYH
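Evaluation: percent activation relative to control range; Material: Procaspase-3 D3A mutant, all three cleavage aspartates alanine; Compound: single dose, 8.5 µM nominal compound, 0.8% DMSO; Replication: one well per compound; Signal: absorbance at 405 nm, 0 and 120 min; Schedule: 1 h preincubation plus 2 h reaction at 25 °C.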
PAFAH2 FP inh – PAFAH2 (human) inhibition; recombinant PAFAH2, FP-rhodamine activity probe, fluorescence polarization; inhibition, % at 3.39 µM; 340,000 compounds, 0.99% hits; AID 492956;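 active means inhibition above the mean over all tested compounds plus 3 SD, cut at about 30% in these data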;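 further: inhibitors block probe labeling of enzyme so polarization drops; 0% = enzyme with DMSO and 100% = wells lacking PAFAH2 protein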
proCasp7 act – counter-screen for procaspase-3 activators: activators of human procaspase-7 | P55210 | recombinant procaspase-7, Ac-DEVD-pNA absorbance 405 nm; D23A/D198A/D206A triple mutant, cannot self-cleave; scale: DMSO 0, 5 µM enzyme 100 | activation, % at 8.5 µM | 330,000 compounds, 0.093% hits;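 active means percent activation above the screen-wide mean plus 3 SD, cut at about 25% in these data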
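Assay system: Uncleavable procaspase-7 mutant enzyme / Input: 2 µM procaspase-7 mutant as dispensed / Dosing: single nominal 8.5 µM compound dose, 0.8% DMSO final / Timing: 1 h enzyme–compound preincubation and 2 h substrate reaction, both 25 °C / Detection: p-Nitroaniline absorbance at 405 nm, read at 0 and 120 min / Replication: singlicate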
core dimer inh – blocks dimerization of HCV core protein; TR-FRET GST/Flag-core106 dimerization, 1536-well; 300,000 compounds, 0.33% hits; inhibition, % at 5 µM;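 active means inhibition above the mean of all tested compounds plus 3 SD, set per screening campaign, cut at about 45% in these data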
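Assay system: tagged HCV core106 pair (GST and Flag); medium: KF-containing HEPES buffer, pH 7.45, DTT, CHAPS, BSA; also added: Eu donor and XL665 acceptor anti-tag antibodies; dosing: 5 µM single dose; timing: compound-protein-antibody incubation 4 h at 22.5 °C; signal: TR-FRET 671 and 617 nm emission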
PP1 counter – blocks human PP1-alpha phosphatase, a PP5 counter-screen. P62136. purified PP1alpha, OMFP fluorescence. inhibition, % at 6.7 µM. 320,000 compounds, 0.9% hits. AID 2235;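 active means inhibition above the mean inhibition of all tested compounds plus 3 SD, computed separately for each screening campaign, cut at about 15% in these data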
Active calls of the source: *; . = no result given.

SMILES	Fh CTSL1 inh	TPT1 inh	PP5 inh	AHR activator	procasp3 activ	PAFAH2 FP inh	proCasp7 act	core dimer inh	PP1 counter
Cc1cccc(/C=N/NC(=O)c2c(-c3ccccc3)noc2C)c1O	1	2	0.4	2	-94	9	-94	-2	1
Cc1[nH]c2ccccc2c1C=NNC(=O)c1cc(-c2cccnc2)nc2ccccc12	.	.	.	26	7	8	-10	.	.
O=C(CS(=O)(=O)c1cn(Cc2ccc(F)cc2)c2ccccc12)N1CCCCC1	-9	-3	-4.5	1	0	12	-4	0	-2
CCC(C)(C)C1CCc2[nH]nc(C(=O)NCC3CC3)c2C1 (stereo not drawn)	1	1	3.5	-2	-4	10	-8	1	3
CCCc1nc2oc3cc(OC)ccc3c(=O)c2c(=O)n1CCc1ccccc1	3	-5	0.0	3	-4	2	4	8	-3
CC(=O)NC(C(=O)OCC(=O)N(c1ccccc1)c1ccccc1)C(C)C (stereo not drawn)	-6	2	-1.2	1	1	-1	-3	1	-5
Cc1cc(Cl)ccc1NC(=O)C(=O)N/N=C/c1ccc2c(c1)OCO2	0	1	2.8	-3	8	5	5	7	-1
CCn1c(-c2ccco2)nc2ccccc21	-1	4	-1.8	3	-9	-4	3	-3	-3
O=C1NCC2=C1C(c1ccccc1)Nc1ccccc1N2 (stereo not drawn)	-1	2	1.6	15	1	2	0	1	3
O=c1[nH]c(C2CCN(S(=O)(=O)Cc3ccccc3)CC2)nc2c1nnn2Cc1ccccc1	0	1	2.2	1	3	10	2	8	4
Cc1ccc(-n2nnnc2/C=C\Nc2cc(C)on2)cc1	-1	0	1.1	17	4	-2	2	3	4
CCOc1ccc(N2C(=O)CC(NCCc3ccncc3)C2=O)cc1 (stereo not drawn)	-1	-3	-1.1	1	-17	-2	-33	-5	0
N#C/C(=C\c1ccccc1)C(=O)N1CCC(C(N)=O)CC1	-5	-2	-0.6	0	6	1	-3	-4	-3
CN(CC#CCC(c1ccccc1)c1ccccc1)C(C)(C)C	0	-4	2.4	0	5	-5	-7	2	3
CCN1CCN(CC(=O)N2N=C(c3cccs3)CC2c2ccc(C)cc2)C(=O)C1=O (stereo not drawn)	-1	2	-2.0	12	6	-2	-3	4	9
COc1ccc(CN2CCNC(=O)C2CC(=O)N(C)Cc2ccon2)c(F)c1 (stereo not drawn)	-1	-5	1.4	-2	3	6	0	-1	3
CCOC(=O)CNC(=O)CSc1nc(C)cc(C)c1C#N	-3	-7	3.2	-4	2	3	7	0	4
COC(=O)c1nc(-n2nc(C)cc2C)ccc1Cl	0	-3	-1.2	-1	6	2	-2	2	-1
O=C(Nc1nn[nH]n1)c1cccc([N+](=O)[O-])c1	0	1	-1.2	-1	-4	1	8	9	1
CC(C)(C)NC(=O)COc1ccc(CNCc2cccs2)cc1	-1	1	2.7	2	4	0	2	-3	1
COc1cc(OC)cc(C(=O)Nc2ccc(Nc3ccccc3)cc2)c1	4	-2	2.1	-2	0	-2	-3	-10	-2
CCOc1ccc(N=C2NC(=O)S/C2=C\c2ccc(Cl)cc2)cc1	1	-5	-3.0	12	-12	-3	-2	28	0
CC(C)(C)C(=O)NC(C(N)=O)=C(Cl)Cl	-3	-1	-0.8	-1	3	-2	11	1	-5
O=C(Nc1cc2c3c(c1)CC(=O)N3CCC2)c1cccc(F)c1	-3	-4	2.7	13	2	-2	-2	-4	0
O=C(CCC1CCCN(C(=O)c2ccc3c(c2)OCO3)C1)NCc1ccc(F)c(F)c1 (stereo not drawn)	-1	2	-1.1	5	8	1	8	2	-3
COc1ccc(-c2csc3ncnc(NCCCO)c23)cc1	-1	3	4.5	3	15	4	-6	2	1
CS(=O)(=O)c1ccc(Cl)c(NC(=O)COC(=O)c2cccc(S(=O)(=O)N3CCCC3)c2)c1	-9	-3	-0.2	0	13	32*	-1	-1	-5
Cc1cc(C(=O)Nc2ccc3ccccc3c2)c(C)o1	8	-3	1.3	15	-5	-2	1	0	0
COc1ccc(CCNC(=O)C(NS(=O)(=O)c2cccc3nsnc23)C(C)C)cc1OC (stereo not drawn)	1	-3	0.9	0	0	5	4	-4	-4
O=C(Nc1c(F)cc(F)cc1Br)c1cc(S(=O)(=O)N2CCN(c3ccccn3)CC2)ccc1F	-1	0	-0.2	1	3	4	-11	2	-3
Cc1ccc(CNc2ccc(N3CCOCC3)c(C(=O)O)c2)s1	-2	-2	2.9	-3	-2	4	-10	0	-4
CCSc1n[nH]c(=O)[nH]c1=O	-4	-2	-0.4	0	17	-12	3	4	-3
N#CCCN(Cc1cccnc1)C(=S)NC(=O)c1ccco1	-2	-1	-0.5	-2	-13	4	-5	1	2
CCCCN1C(=O)CC(N2CCOCC2)C1=O (stereo not drawn)	7	-4	0.6	2	-3	-3	3	4	1
CCN1CCN(CC(=O)Nc2cc(C)c(C)cc2[N+](=O)[O-])CC1	1	-3	0.3	13	3	0	12	1	1
CCC1CCCCN1C(=O)c1cc(S(=O)(=O)N2CCOCC2)ccc1C (stereo not drawn)	.	.	.	2	7	1	-3	.	.
Cc1noc(C)c1S(=O)(=O)N(C)C[C@H]1Oc2ccc(NC(=O)Cn3cnnn3)cc2C(=O)N([C@H](C)CO)C[C@@H]1C	.	.	.	-1	0	1	-9	.	.
O=C(CCCCCNc1nc(=S)[nH]c2ccccc12)NCCc1ccccc1	1	-4	-0.2	4	8	2	4	3	-1
N/C(=N\OC(=O)CCN1C(=O)c2ccccc2C1=O)c1ccccn1	-40	-1	-1.7	-2	4	0	3	-4	-2
Fc1ccc(CSc2nnc(-c3cccnc3)n2Cc2ccco2)cc1	-1	3	0.3	1	-1	-5	-6	2	-1
O=C(NC(=S)N1CCOCC1)c1ccccc1Cl	-1	2	-2.9	-3	4	-6	1	-7	-4
O=C(NCCNC(=O)c1ccc([N+](=O)[O-])cc1)c1ccncc1	-1	-1	-2.5	4	10	12	6	0	-2
CCC(=O)Nc1ccccc1C(=O)N1CCCC1	-2	2	-0.5	2	4	0	0	0	-2
CCCCn1c(N)c(N(CCOC)C(=O)CCCc2nc3ccccc3c(=O)[nH]2)c(=O)[nH]c1=O	-5	-2	-0.2	0	1	9	2	-3	-5
CCOc1ccccc1C(=O)N(Cc1sccc1C)C1CCS(=O)(=O)C1 (stereo not drawn)	-4	0	0.8	1	-2	1	4	2	-6

The final 5 entries of the part before come first, to join the parts:
SMILES	Fh CTSL1 inh	TPT1 inh	PP5 inh	AHR activator	procasp3 activ	PAFAH2 FP inh	proCasp7 act	core dimer inh	PP1 counter
O=C(NC(=S)N1CCOCC1)c1ccccc1Cl	-1	2	-2.9	-3	4	-6	1	-7	-4
O=C(NCCNC(=O)c1ccc([N+](=O)[O-])cc1)c1ccncc1	-1	-1	-2.5	4	10	12	6	0	-2
CCC(=O)Nc1ccccc1C(=O)N1CCCC1	-2	2	-0.5	2	4	0	0	0	-2
CCCCn1c(N)c(N(CCOC)C(=O)CCCc2nc3ccccc3c(=O)[nH]2)c(=O)[nH]c1=O	-5	-2	-0.2	0	1	9	2	-3	-5
CCOc1ccccc1C(=O)N(Cc1sccc1C)C1CCS(=O)(=O)C1 (stereo not drawn)	-4	0	0.8	1	-2	1	4	2	-6
O=C(CN1C(=O)CSCC1=O)Nc1ccc2c(c1)OCO2	1	-3	3.8	2	6	14	8	13	-5
CCOC(=O)c1[nH]c2ccccc2c1NC(=S)Nc1cccc(C)c1C	3	2	1.4	56*	3	13	-5	-4	-4
CCN(CC)CCn1c2ccc(Cl)cc2c2nc(C)sc21	3	2	-0.9	3	6	-3	-5	-6	-4
Cc1cc(Cl)ccc1-n1c(-c2cccnc2)n[nH]c1=S	-3	-1	1.6	1	-2	5	-5	0	0
O=S(=O)(Nc1ccc2ccccc2c1)c1ccccc1	-2	1	1.7	15	3	0	-6	0	-1
COc1ccc(C2C(C#N)=C(N)Oc3cc(C)n(Cc4ccco4)c(=O)c32)cc1 (stereo not drawn)	2	7	-2.6	3	-6	19	0	4	-2
CC(=O)c1ccc(O)c(CC=C(C)C)c1	1	2	2.9	0	-2	0	3	-8	-6
CCCCn1c(SCC(=O)NC2CC2)nc2ccccc2c1=O	-14	1	1.8	28	-4	2	2	1	-2
CCc1cc(C(=O)Nc2cc(Cl)ccc2N2CCN(C)CC2)sc1C	-1	-2	0.7	3	4	-3	1	-3	0
CC(=O)c1ccccc1OC(=O)c1c(F)cccc1F	-3	-6	0.5	12	-3	-11	-1	3	-1
COc1ccccc1NC(=O)c1nn(-c2ccccc2)ccc1=O	7	-7	0.8	12	8	0	11	2	-2
COc1ccccc1CNC(=O)c1ccc2c(c1)OCO2	-8	-4	1.2	45	6	4	6	-15	-5
Cc1c(C(=O)N2CCOCC2)sc(NC(=O)c2ccc3c(c2)OCO3)c1C#N	3	4	0.8	2	-1	3	1	-5	-4
CC(C)OCCCNC(=O)C(Cc1ccccc1)NS(=O)(=O)c1ccc2c(c1)CCC(=O)N2 (stereo not drawn)	0	0	0.4	-3	13	-3	-1	-5	2
CCC1=NC(c2ccc(OC)cc2)N(O)C1(C)C (stereo not drawn)	-1	-2	2.2	2	0	6	4	-1	-1
CN(c1ccccc1)c1ncccn1	0	1	2.4	3	-2	.	1	-2	-1
O=C(COC(=O)/C=C/c1cccc(F)c1)NC1CCCC1	.	.	-2.3	0	3	73*	-9	.	-4
Cc1nn(C)c(C(=O)Sc2ccccc2)c1[N+](=O)[O-]	0	-4	-0.1	0	4	-6	1	0	-5
CSCCC(NC(=O)c1ccccc1Cl)C(=O)N1CCCCCCC1 (stereo not drawn)	.	.	-2.3	-2	7	0	11	.	-1
COc1ccc(S(=O)(=O)CCC(=O)Nc2c(C)n(C)n(-c3ccccc3)c2=O)cc1	-1	5	3.0	-1	7	-5	10	-4	0
O=S(=O)(Nc1nc2ccccc2[nH]1)c1ccccc1	0	-1	0.5	-2	0	1	1	-2	-5
CC(C(=O)O)n1c(C(F)(F)F)nc2ccccc21 (stereo not drawn)	-1	0	2.6	0	2	-3	8	-11	-1
O=C(O)C1CCCCC1C(=O)NCCCn1ccnc1 (stereo not drawn)	4	0	1.1	1	5	-2	-16	0	-4
O=C(Oc1ccc(OC(=O)N2CCCCC2)cc1)c1ccccc1	2	-2	0.3	-1	9	2	-4	0	-2
CCOC(=O)/C(N=Nc1ccc(F)cc1)=C(/O)c1ccc([N+](=O)[O-])cc1	-3	-2	-0.8	-1	-5	-1	-12	-6	-2
CCOC(=O)c1cccc(NC(=O)CCNS(=O)(=O)c2cc(Br)cnc2N)c1	0	1	2.5	1	-11	-7	-1	-5	-2
COC(=O)CCC(=O)OC1(C)C(=O)C2=CN(CCCCO)C(c3ccc(OC)cc3)=CC2=C(Br)C1=O (stereo not drawn)	15	-5	9.1	1	-8	.	-29	2	3
